RBX1-CUL1 inh: inhibitors of human ROC1-CUL1 ubiquitin ligase activity. E3 ubiquitin-protein ligase RBX1 (Homo sapiens) + Cullin-1 (Homo sapiens), P62877+Q13616. in vitro K48 di-Ub FRET, acceptor:donor ratio, 45 min. inhibition, % at 10 µM. hit rate 0.6% among 140,000. AID 1347404, 2020; in the data active means inhibition above about 25%
Target sequence (P62877 whole entry, looked up): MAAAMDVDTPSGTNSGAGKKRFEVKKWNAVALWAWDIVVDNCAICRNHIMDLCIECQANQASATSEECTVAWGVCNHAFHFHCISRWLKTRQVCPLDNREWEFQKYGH
Target sequence (Q13616 whole entry, looked up): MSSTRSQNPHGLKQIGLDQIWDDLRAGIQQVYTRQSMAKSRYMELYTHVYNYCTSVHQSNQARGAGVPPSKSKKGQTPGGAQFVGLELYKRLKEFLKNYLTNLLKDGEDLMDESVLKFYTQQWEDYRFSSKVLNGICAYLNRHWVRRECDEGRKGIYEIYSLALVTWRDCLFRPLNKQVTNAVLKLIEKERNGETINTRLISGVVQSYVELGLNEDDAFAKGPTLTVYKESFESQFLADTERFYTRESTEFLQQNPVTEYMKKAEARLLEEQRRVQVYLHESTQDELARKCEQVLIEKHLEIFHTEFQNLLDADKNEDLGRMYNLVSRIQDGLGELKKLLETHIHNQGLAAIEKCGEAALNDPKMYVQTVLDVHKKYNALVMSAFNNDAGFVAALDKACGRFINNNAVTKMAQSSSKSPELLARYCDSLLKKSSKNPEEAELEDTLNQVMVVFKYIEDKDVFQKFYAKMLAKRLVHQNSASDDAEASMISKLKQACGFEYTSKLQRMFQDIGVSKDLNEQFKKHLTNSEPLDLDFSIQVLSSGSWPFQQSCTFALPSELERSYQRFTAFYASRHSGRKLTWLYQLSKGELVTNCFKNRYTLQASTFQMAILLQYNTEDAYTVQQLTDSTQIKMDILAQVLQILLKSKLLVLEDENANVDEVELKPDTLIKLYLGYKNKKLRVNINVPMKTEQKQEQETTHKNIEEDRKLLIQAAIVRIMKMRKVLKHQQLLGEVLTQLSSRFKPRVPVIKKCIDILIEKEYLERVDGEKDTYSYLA
Numbers without * were called inactive. Some of the compounds tested; the hit share may differ from the screen's.

nr	mol	RBX1-CUL1 inh
1	CCOC(=O)C1CCN(C(=O)CSc2n[nH]c(-c3ccc(OC)cc3)n2)CC1	1
2	COCCCn1c(C(=O)N2CCOCC2)cc2c(=O)n3ccccc3nc21	1
3	OCC1CCCCN1c1ccc(-c2nc(CCc3ccccc3)no2)cn1 (stereo not drawn)	-6
4	Cc1ccc([N+](=O)[O-])cc1NC(=O)CSc1nnc(-c2cccc([N+](=O)[O-])c2)o1	-1
5	Cc1ccc(-c2nc3cc(NC(=O)c4cc5ccccc5o4)ccc3o2)cc1Cl	-2
6	CCC1CCCCN1C(=O)CSc1n[nH]c(-c2ccccc2)n1 (stereo not drawn)	-2
7	CC(=O)c1ccc(NC(=O)C2Cc3ccccc3N2C(=O)c2ccccc2)cc1 (stereo not drawn)	0
8	CCOc1ccccc1-c1n[nH]c2c1CN(C(=O)c1cn3ccccc3n1)CC2	15
9	O=C(c1cccnc1)N1CCC2(CCCN(CCc3ccccc3)C2)C1 (stereo not drawn)	-5
10	CCSc1ccncc1[N+](=O)[O-]	6
11	Cc1c(Cl)c(C(=O)NCc2ccc(F)cc2)nn1C	-2
12	COc1cccc(NC(=O)Cn2cnc3c(nc4n3CCCCC4)c2=O)c1	6
13	CC1Nc2cnn(-c3ccccc3)c(=O)c2S1 (stereo not drawn)	-3
14	COCCN1CCC(CN(CC2CCCO2)C(=O)Cc2cccnc2)CC1 (stereo not drawn)	9
15	COc1ccc(-c2cc(-c3ccccc3)nc3sc(C(=O)NCC4CCCO4)c(N)c23)cc1 (stereo not drawn)	-3
16	O=S1(=O)c2ccccc2NC(c2cccc(OC3CSC3)c2)N1Cc1ccccc1 (stereo not drawn)	2
17	CCc1ccc(S(=O)(=O)c2nnn3c2nc(NCc2ccccc2OC)c2cc(Cl)ccc23)cc1	-16
18	Cc1ccc(NC(=O)c2sc3nc4c(cc3c2N)CCCCC4)cc1	14
19	C=CCn1c(SCC(=O)OCC)nc2c(c1=O)C1(CCCC1)Cc1ccccc1-2	-3
20	Cc1ccc2[nH]c(C(C)(C)C)cc2c1	-2
21	O=C1N(CC2CC2)CCCC1(O)CNCC1(c2ccccc2)CCOCC1 (stereo not drawn)	-7
22	Cc1sc(N/N=C/c2ccc(OC(=O)c3ccc(F)cc3)cc2)nc1-c1ccccc1	-6
23	c1csc(C2=NN3COc4ccccc4C3C2)c1 (stereo not drawn)	6
24	O=C1NN(c2ccccc2)C(=O)/C1=C/c1cc(Cl)ccc1OCCCOc1ccccc1	4
25	Cc1ccc(C)c(C(=O)N(C(=O)c2cc(C)ccc2C)c2nc(-c3ccccn3)cc3ccccc23)c1	-3
26	CN1C(=O)/C(=C/c2ccc(C(=O)O)cc2)SC1=Nc1ccc(Cl)cc1	4
27	N#Cc1ccc(-c2ccc3c(c2)OCO3)nc1SCC(=O)Nc1cccc(Cl)c1	5
28	CCCCN(CC)CCNC(=O)C1CCCN(S(=O)(=O)c2cccc3nsnc23)C1 (stereo not drawn)	-1
29	CCOc1ccccc1C(=O)Nc1ccc(C(=O)c2ccccc2)cc1	-5
30	CCC1CN(C(=O)c2ccc(N(C)CC)nc2)CCN1C(C)C (stereo not drawn)	4
31	CN(C)CC1CSCCC1=O (stereo not drawn)	-2
32	CCCCOc1ccc([C@@H]2[C@@H](C(C)=O)N3c4ccccc4C=C[C@@H]3C2(C#N)C#N)cc1OC	13
33	CCCC(=O)Nc1ccccc1OC	-2
34	CC(=O)c1ccc(Sc2nnnn2C)c([N+](=O)[O-])c1	-10
35	CCOc1ccc(Br)cc1S(=O)(=O)N1CC(C)OC(C)C1 (stereo not drawn)	-2
36	Cc1nc(Oc2ccccc2)cc(-n2ncc(Cl)c(Cl)c2=O)n1	0
37	Fc1ccc(NC(=S)NCCN2CCOCC2)cc1Cl	2
38	CC(=O)c1ccc(OCC(=O)NCc2cccnc2N(C)C)cc1	-13
39	CC(C)(C)c1cc(/C=N/Nc2nccc(-c3ccccc3)n2)cc(C(C)(C)C)c1O	1
40	O=C(CCSc1nc2cc(Cl)ccc2o1)N1CCCC1	6
41	CC1=Nc2nc(SCc3ccccc3)nn2C(c2cccc(O)c2)C1C(=O)Nc1cccnc1 (stereo not drawn)	2
42	O=C1C(=Nc2ccc(F)cc2)C(N2CCOCC2)C(=O)c2ccccc21 (stereo not drawn)	50*
43	CCOc1ccccc1CNC(=O)Cn1nc(N2CCN(c3ccccc3)CC2)ccc1=O	-2
44	CN(C)c1ccc(C(c2cc(C(C)(C)C)c(O)c(C(C)(C)C)c2)N2CCN(CCO)CC2)cc1 (stereo not drawn)	-5
45	Clc1cccc(CNCC2CCNCC2)c1Cl	-1
46	O=C1/C(=C/c2cc(Br)ccc2OCc2ccc(Cl)cc2)SC(=S)N1c1cccc(C(F)(F)F)c1	-11
47	CCOC(=O)c1c(NC(=O)c2ccc(S(=O)(=O)N(CC)CC)cc2)sc2c1CCCCC2	-4
48	Brc1ccsc1CCc1sccc1Br	11
49	COc1ccc(CCNC(=O)C(=O)NCC(c2ccco2)S(=O)(=O)c2ccc(C)cc2)cc1 (stereo not drawn)	13
50	O=C(Nc1ccnn1C1CCN(Cc2ccon2)CC1)c1ccc2c(c1)OCO2	8

Compounds 41 through 44, quoted:
nr	mol	RBX1-CUL1 inh
41	CC1=Nc2nc(SCc3ccccc3)nn2C(c2cccc(O)c2)C1C(=O)Nc1cccnc1 (stereo not drawn)	2
42	O=C1C(=Nc2ccc(F)cc2)C(N2CCOCC2)C(=O)c2ccccc21 (stereo not drawn)	50*
43	CCOc1ccccc1CNC(=O)Cn1nc(N2CCN(c3ccccc3)CC2)ccc1=O	-2
44	CN(C)c1ccc(C(c2cc(C(C)(C)C)c(O)c(C(C)(C)C)c2)N2CCN(CCO)CC2)cc1 (stereo not drawn)	-5

Part of the list above in another layout:
cpd | RBX1-CUL1 inh | compound
42 | 50* | O=C1C(=Nc2ccc(F)cc2)C(N2CCOCC2)C(=O)c2ccccc21 (stereo not drawn)
43 | -2 | CCOc1ccccc1CNC(=O)Cn1nc(N2CCN(c3ccccc3)CC2)ccc1=O
44 | -5 | CN(C)c1ccc(C(c2cc(C(C)(C)C)c(O)c(C(C)(C)C)c2)N2CCN(CCO)CC2)cc1 (stereo not drawn)
45 | -1 | Clc1cccc(CNCC2CCNCC2)c1Cl
46 | -11 | O=C1/C(=C/c2cc(Br)ccc2OCc2ccc(Cl)cc2)SC(=S)N1c1cccc(C(F)(F)F)c1

Next part
nr	mol	RBX1-CUL1 inh
51	COC(=O)CN(c1ccccc1Cl)S(=O)(=O)c1ccc(C)cc1	-1
52	CC(C)n1c(=N)c(C(=O)NCc2ccccc2)cc2c(=O)n3ccccc3nc21	-5
53	CCCCCC(=O)c1cc2c(s1)CCC2	-4
54	CC(C)C1C(=O)C=C(c2cccnc2)N(c2ccccc2)C1=O (stereo not drawn)	0
55	Cc1ccc(S(=O)(=O)CCCCCS(=O)(=O)c2ccc(C)cc2)cc1	7
56	CCN(CC)C1CCN(c2nncc(-c3ccc4ccccc4c3)n2)C1 (stereo not drawn)	1
57	CCn1c2ccccc2c2cc(/C=N/NC(=O)c3ccccc3O)ccc21	6
58	COc1cc(CN2CCCC(N(C)Cc3ccccc3)C2)cc(OC)c1O (stereo not drawn)	7
59	Cc1cc(C)c(C(O)c2c(C)cc(C)cc2C)c(C)c1	-6
60	CC(C)CC(=O)Nc1cccnc1	6

Next section, starting with the last two of the part before.
nr	mol	RBX1-CUL1 inh
59	Cc1cc(C)c(C(O)c2c(C)cc(C)cc2C)c(C)c1	-6
60	CC(C)CC(=O)Nc1cccnc1	6
61	COc1cc(Br)cc(C(c2c(C)n(C)n(-c3ccccc3)c2=O)c2c(C)n(C)n(-c3ccccc3)c2=O)c1OC	-6
62	Cc1ccc(NC(=O)c2c(NC(=O)c3ccc(F)cc3)sc3c2CCCC3)cc1C	14
63	O=C1OC(Cc2ccncc2)C(=O)C1=C1SCCCS1 (stereo not drawn)	5
64	Cc1ccc(S(=O)(=O)N(C)c2ccc(C(=O)N3CCC(C(=O)O)CC3)cc2)cc1	6
65	COc1ccc(OC)c(Nc2nc3ccccc3nc2-n2nc(C)cc2C)c1	9
66	CCc1nn2c(=O)cc(COC(=O)c3ccc(NC(=O)CCc4ccccc4)cc3)nc2s1	-19
67	CC(=O)NCc1nc(C2(c3ccc(F)cc3)CCOC2)no1 (stereo not drawn)	11
68	Nc1ccccc1C(=O)NCc1ccco1	-1
69	Cc1ccc(-c2cc(C(F)(F)F)c(C#N)c(SCC(=O)Nc3ccccc3F)n2)cc1	4
70	Cc1ccccc1Nc1nc2ccccc2n1C(C)C	6
71	Cc1ccc(Nc2c(-c3ccc(C)cc3)nc3ccc(C)cn23)cc1	-4
72	COc1cc(NC(=O)CC2C(=O)N(c3ccc(Cl)cc3)C(=O)N2Cc2cccs2)cc(OC)c1 (stereo not drawn)	-5
73	O=C(CSCc1ccc(Cl)cc1)Nc1cccc(C(=O)O)c1	10
74	CCOc1cc(C(=O)Nc2ccc(-c3nc4cc(Cl)ccc4o3)cc2)cc(OCC)c1OCC	5
75	O=C(CCC1CCN(C(=O)c2cnc[nH]2)CC1)N1CCC(Cc2ccccc2)CC1	-7
76	O=S(=O)(c1ccc(Br)cc1)c1nnn2c1nc(Nc1cccc(C(F)(F)F)c1)c1sccc12	-11
77	O=C1COc2cc(S(=O)(=O)CCC(=O)N3CCN(c4ccccc4)CC3)c(Cl)cc2N1	7
78	OCCN1CCN(CC/C=C2\c3ccccc3CSc3ccc(Cl)cc32)CC1	-5
79	CC(=O)NNC(=O)c1cc(=O)[nH]c2ccccc12	-2
80	CC1=CC(=O)C(C2=Nc3ccccc3NC(c3cccs3)C2)C(=O)O1 (stereo not drawn)	-1
81	Cc1nc(CSc2cc(C)c3ccccc3n2)cs1	2
82	O=C(N/N=C/c1ccc2c(c1)OCO2)c1cccs1	4
83	O=C1OC(C(O)c2ccc(Cl)cc2Cl)c2ccccc21 (stereo not drawn)	1
84	COCn1nc(-c2ccccc2)c2c1C(C(C)C)CCC2C (stereo not drawn)	2
85	N#Cc1cc(Oc2ccc(Cl)cc2)c(N2CCCCC2)cc1C#N	-2
86	O=c1[nH]ncc(SCc2ccccc2)c1SCc1ccccc1	10
87	COc1ccccc1NC(=O)N1CCN(S(C)(=O)=O)CC1	4
88	Cc1cc(C)c(-c2n[nH]c3c2C(c2ccccc2F)N(Cc2ccco2)C3=O)c(O)c1 (stereo not drawn)	-8
89	CCS(=O)(=O)N1CCCC1C(=O)Nc1ccc(-c2cccc(OC)c2)cc1 (stereo not drawn)	1
90	O=C(CN1C(=O)c2ccccc2C1=O)Nc1cccc(F)c1	-9
91	O=C(Nc1cccnc1Cl)c1cc(-c2cccc(Cl)c2)on1	-4
92	CC1(C)CC(=O)C2=C(C1)OC1=C(C(=O)CC(C)(C)C1)C2c1ccc(-c2ccc(OC(F)(F)F)cc2)o1	1
93	Cc1cc(C)cc(N2C(=O)NC(=O)/C(=C\c3ccc(Br)o3)C2=O)c1	94*
94	CC(C)c1cc(C(N)=O)c(NC(=O)/C(=C/c2ccccc2)c2ccccc2)s1	-1
95	CCOC(=O)c1c(C)nc(-c2ccccc2)nc1NC(=O)C(C)C	-6
96	N#CC1=C(c2ccccc2)N=C(c2ccccc2)C(C#N)C1c1ccc(Cl)cc1 (stereo not drawn)	-7
97	CCCCOc1cccc(NC(=O)OC(C)(C)C)c1	0
98	CC(C)CCNC(=O)c1cn(C2CCCC2)cc(C(=O)NCC(C)(C)CN(C)C)c1=O	-9
99	CCc1ccc(Nc2nc3c(S(=O)(=O)c4cccc(Cl)c4)nnn3c3ccsc23)cc1	-7
100	COc1ccccc1C(=O)Nc1ccc2oc(-c3cccc4c(Br)cccc34)nc2c1	5
101	Cc1sc2ncn(CC(=O)N3CCN(c4cccc(Cl)c4)CC3)c(=O)c2c1S(=O)(=O)N1CCN(c2ncccn2)CC1	-2
102	O=C(CCn1cnnn1)NC1CCCc2nc(-c3ccccc3)ncc21 (stereo not drawn)	-5
103	CC1C(=O)Nc2ccc(S(=O)(=O)Nc3ccccc3Br)cc2NC1=O (stereo not drawn)	4
104	CCC(C)c1ccccc1OC(C)C(=O)O (stereo not drawn)	8
105	Cc1nnc(Sc2cc(=O)oc3ccccc23)s1	-6
106	CCC(C)NC(=O)C1CCN(C(=O)c2ccccc2F)CC1 (stereo not drawn)	-1
107	Cc1csc(C(C)NC2CCN(c3ccc(C(=O)NCCN4CCOCC4)cc3)CC2)n1 (stereo not drawn)	6
108	O=C(CC(c1ccccc1)c1cc(Br)ccc1O)NCC1(c2ccccc2)CCCC1 (stereo not drawn)	4
109	Cc1ccccc1Cn1c(=O)n(CC2CCC(C(=O)N3CCC(C)CC3)CC2)c(=O)c2sccc21 (stereo not drawn)	0
110	CCCOc1cccc(-c2cc(-c3n[nH]c(=S)n3CC)c3ccccc3n2)c1	1

(more compounds)
nr	mol	RBX1-CUL1 inh
111	COc1ccc(CNC(=O)CN(c2cc(C)cc(C)c2)S(=O)(=O)C2C(=O)NC(=O)N=C2C)cc1 (stereo not drawn)	5
112	Cc1ccc(-c2cc(NC(=O)C(C)Oc3ccccc3F)on2)cc1 (stereo not drawn)	11
113	CNC1c2ccccc2CSc2sccc21 (stereo not drawn)	8
114	Cc1ccc(C2=Nc3ccccc3CS2)cc1	-1
115	Cc1nc(N=Cc2ccccc2O)c(Br)cc1Br	-6
116	c1ccc2c(-c3ccc(-c4ccc(-c5ccc(-c6cccc7ccccc67)s5)c5ccccc45)s3)cccc2c1	0
117	COc1ccccc1OC1CCN(C(=O)c2ccc(-n3cc(NC(=O)C4CCOC4)cn3)cc2)CC1 (stereo not drawn)	-10
118	COc1ccc(Cl)cc1S(=O)(=O)Nc1ccccc1C	12
119	CC(=O)OC1(C)CC2(O)c3ccccc3OC(=O)C12 (stereo not drawn)	-8
120	C=Cn1ccnc1CC(O)(c1ccc(Br)cc1)c1ccc(Br)cc1	-4
121	CC(C)c1nn2c(=O)cc(COC(=O)c3ccccc3NC(=O)C3CCCCC3)nc2s1	8
122	COc1ccc(CN(Cc2ccncc2)C(=O)c2ccc(-c3cccc(F)c3)cc2)cc1OC1CCCC1	-3
